Compound activity (PubChem)
WT yeast gro inh – growth inhibition of WT yeast, mitochondrial fusion screen; mitochondrial fusion phenotypic screen, WT strain; inhibition, % at 10 µM; 190,000 tested, 2.1% active; AID 1362; in the data active = inhibition above about 58%; tested in S. cerevisiae
P. falciparum M1AAP – malaria alanyl aminopeptidase activity blockers – biochemical, fluorogenic H-Leu-NHMec substrate, 1536-well (AID 1445). 220,000 tested, 0.42% active. one-dose inhibition, % at 30 µM; IC50 in µM for titrated hits. recombinant M1AAP, H-Leu-NHMec fluorogenic kinetic assay; higher % means a stronger effect;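 active = primary inhibition above the hit cutoff, then over 50% inhibition at one or more dose response concentrations, cut at about 23% in these data, passing the limit was not always enough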;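 also: plate controls were DMSO full reaction for no effect and no enzyme background for full effect; strong numbers were not always called active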
UTI89 phage lysis – inhibition of K1F phage lysis, E. coli UTI89, bacterial capsule biogenesis inhibitors, alamar blue (AID 488966); inhibition, % at 100 µM; hits with a dose series show IC50 in µM; E. coli UTI89 K1F phage lysis, alamar blue, 2 h; higher % means a stronger effect; 340,000 tested, 0.02% active;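 active = phage lysis inhibition, versus mean bacterial control, above a set limit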;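 also: capsule biogenesis inhibitors block K1F phage lysis so surviving cells raise fluorescence; higher fluorescence means more inhibition of phage lysis; actives were called in the ten point dose series up to 300 µM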
PMI inhibitors – inhibitors of human PMI, primary screen, biochemical, fluorescence intensity, coupled assay (AID 1209) | purified PMI enzyme, coupled fluorescence intensity; higher % means a stronger effect | one-dose inhibition, % at 20 µM; IC50 in µM for titrated hits | 190,000 tested, 0.42% active;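 also: plate controls were DMSO vehicle for no effect and wells lacking substrate for full effect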
Hep lipid drop – modulators of hepatic lipid droplet formation; AML12 mouse hepatocytes, oleate lipid droplets, BODIPY imaging; 240,000 tested, 0.4% active; inhibition, % at 6.5 µM; AID 1656;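 active = lipid droplet intensity inhibited by at least 50%, with more than 500 cells counted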
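Assay system: AML12 hepatocytes (mouse); Probe or stimulus: oleic acid at 100 µM to induce lipid droplet formation; Dosing: compound at 6.5 µM only; Schedule: compound with oleate, overnight; Detection: fluorescence imaging, 20x objective, two fields per well; Measure: % inhibition of lipid droplet signal.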
TNAP activators – human TNAP enzyme activators, primary screen, biochemical, luminescent, no phosphate acceptor, uHTS (AID 1001); activation fold at 20 µM; hits with a dose series show EC50 in µM; 200,000 tested, 0.03% active; purified TNAP, luminescent activation assay, no phosphate acceptor; higher activation fold means a stronger effect; in the data active = activation fold from about 3, or a potency from the dose series; inactive = the rest, 99 in 100 with activation fold below about 1.6; also: many of its hits are not listed in these tables
PMI inhibition – human PMI inhibitors, high substrate, primary screen, biochemical, fluorescence intensity, high mannose 6-phosphate (AID 1220). 190,000 tested, 0.66% active. inhibition, % at 20 µM, or IC50 in µM where a hit was titrated. recombinant PMI enzyme, coupled fluorescence intensity; higher % means a stronger effect
Myeloid diff MLP – myeloid differentiation induction; ER-HoxA9 myeloid progenitors, lysozyme-GFP differentiation, flow cytometry; 360,000 tested, 1% active; calls only at 10 µM;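 active = normalized GFP-positive differentiation at or above the plate's own cutoff, the solvent-only control mean plus 3 SD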;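 also: cells exposed to compound for four days before flow analysis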
CSM14.1 death rescue – rescue of cells from ER stress-induced death, primary screen, 384-well, CSM14.1, thapsigargin, ATP luminescence (AID 1222); CSM14.1 thapsigargin-induced death rescue, ATP luminescence; higher % means a stronger effect; cellular ATP content (survival), % at 20 µM, or EC50 in µM where a hit was titrated; 190,000 tested, under 10 active;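 active = EC50 below 50 µM in the dose-response confirmation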;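 also: death triggered by thapsigargin at about 15 µM added after 2 h compound pretreatment; cell ATP read after overnight thapsigargin exposure of roughly 18 to 22 hours; normalized against plate controls of thapsigargin alone and 5% DMSO vehicle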
WT yeast gro inh mutant strain – second read-out of WT yeast gro inh, no call of its own (marks repeat the call); inhibition, %; mitochondrial fusion phenotypic screen, mutant strain inhibition
Hep lipid drop cells 6.5 µM – second read-out of Hep lipid drop, no call of its own (marks repeat the call); cell count; measured here: cell count, cytotoxicity flag;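 cells counted across two imaged fields per well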
Myeloid diff MLP GFP+ MAC1+ % – second read-out of Myeloid diff MLP, no call of its own (marks repeat the call); GFP+ MAC1+ double positive, %; measured here: differentiation confirmed by MAC1 staining
Numbers without * were called inactive; i = inactive; x = not tested or not shown; [ ] = remark or other dose. Rule as the data show it, unless noted: active = inhibition above about 50%; inactive = the rest. No enrichment for hits. About 4.6% of those tested had a hit in this group.

SMILES	WT yeast gro inh	WT yeast gro inh mutant strain	P. falciparum M1AAP	UTI89 phage lysis	PMI inhibitors	Hep lipid drop	Hep lipid drop cells 6.5 µM	TNAP activators	PMI inhibition	Myeloid diff MLP	Myeloid diff MLP GFP+ MAC1+ %	CSM14.1 death rescue
COC(CNC(=O)C1CC(=O)N(CCc2ccccc2)C1)OC (stereo unspecified)	x	x	5%	0.1%	7%	2	806	1.2	8%	i	10	-0.5%
CCOC(=O)COc1ccc2cc(C(=O)OCC)c(=O)oc2c1	7	-6	8%	0.2%	9%	x	x	1.2	2%	i	0.9	-0.2%
CCOC(=O)NNC(=O)CCn1c2c(c3ccccc31)CCCC2	x	x	6%	0.7%	x	-20	724	x	x	i	0.3	x
Cc1cc(=O)oc2cc(OCCCC[n+]3ccccc3)ccc12	x	x	5%	-0.3%	x	16	724	x	x	i	0.4	x
c1ccc(C2=Nc3ccccc3NC(c3ccccc3)C2)cc1 (stereo unspecified)	22	2	8%	1.7%	-1%	x	x	1	1%	i	2.5	1.7%
CCc1nc2oc(C(=O)c3ccccc3)c(N)c2c2c1COC(C)(C)C2	1	-1	9%	-0.1%	-15%	x	x	1	-9%	i	0.5	3.3%
Fc1ccccc1CSc1ccc(-c2ccco2)nn1	20	4	7%	0.2%	8%	1	705	1.1	-2%	i	0.4	-2.4%
Cc1scc(C(=O)NNC(=S)NCc2ccccc2)c1C	19	18	-6%	-1.8%	-16%	6	685	2.6	-8%	i	0.2	0.4%
Cc1ccc(OCC(=O)NNC(=O)C(=O)NC(C)(C)C)cc1	-2	0	13%	4.0%	13%	-18	681	2.1	1%	i	0.4	15%
Cc1nc2ccccc2c(=O)n1NCc1cccs1	9	11	1%	0.4%	5%	x	x	1	-5%	i	0.7	0.6%
O=C(Nc1ccc2c(c1)OCO2)C1CCN(C(=O)c2ccc([N+](=O)[O-])cc2)CC1	-5	8	-1%	-0.5%	3%	-21	695	1	15%	i	0.5	-0.5%
CCn1c(=O)c2c(nc3n2CCCN3CCc2ccccc2)n(C)c1=O	2	15	11%	0.1%	-8%	x	x	0.9	-5%	i	0.5	-1.3%
CSCCC(NC(=O)c1ccco1)C(=O)OCC(=O)Nc1ncc(Cl)c(C)c1Cl (stereo unspecified)	-3	-22	11%	0.5%	-9%	x	x	1.1	-2%	i	1.7	-1.9%
COc1ccc(C(=O)NCC(=O)Nc2ccccc2)cc1OC	-18	14	1%	0.3%	7%	-2	629	1.1	-1%	i	0.4	-1.9%
Fc1ccc(/C=C\c2nccc3c2[nH]c2ccccc23)cc1	70	84	8%	-0.1%	21%	-37	561	1.1	20%	i	0.6	-1.0%
Cc1cccc2nc(-c3ccco3)c(Nc3ccc4c(c3)OCO4)n12	31	14	3%	0.1%[50 µM]	11%	16	728	1.1	30%	i	0.8	0.5%
CCCCCC(=O)N/N=C/c1cc(Br)c(O)c(OC)c1	4	10	16%	11%	-2%	13	786	1.1	2%	i	1.5	-0.3%
COc1ccc([N+](=O)[O-])cc1NC(=O)C(C)Sc1ccc(C)cc1 (stereo unspecified)	4	-14	7%	-0.2%[50 µM]	6%	-39	639	1	-8%	i	0.5	0.4%
CCN1CCN(CCOc2ccccc2OCc2ccccc2)CC1	5	6	8%	-0.4%	-4%	-26	639	1.1	-11%	i	0.5	-1.5%
O=C(Cc1ccc(S(=O)(=O)N2CCCC2)s1)N1CCN(c2ccccc2)CC1	-1	-3	5%	0.4%	1%	-2	662	1.2	7%	i	0.5	0.0%
COc1ccccc1N1CCN(Cc2ccc(OC)c(OC)c2OC)CC1	9	5	1%	0.0%	3%	-11	777	1.1	-3%	i	0.0	-1.2%
O=C(OCc1ccc([N+](=O)[O-])cc1)c1ccccn1	1	2	4%	-0.4%	5%	5	676	1.2	8%	i	1.0	-0.1%
CC(C)(C)c1ccc(/C=N/NC(=O)c2ccccn2)cc1	-1	-10	9%	0.6%	4%	16	758	1.1	-6%	i	0.1	-3.1%
COc1ccc(OCC(=O)NNC(=O)c2cccc(S(=O)(=O)N(C)C)c2)cc1	-10	-7	-2%	0.1%	12%	-27	634	1.3	2%	i	1.2	3.2%
Cc1ccc(-c2ccccc2)n1-c1cccc(C(=O)O)c1	x	x	1%	0.0%	x	2	728	x	x	i	0.8	x
CN(CC(=O)NCc1ccccn1)S(=O)(=O)c1ccccc1	7	16	2%	0.0%	6%	x	x	1	8%	i	8.2	-1.3%
O=c1ccn(Cc2ccccc2Cl)cc1	-5	-8	5%	3.6%	1%	3	762	1	-1%	i	4.5	1.1%
CC(C)(C)n1nnnc1C(c1cccc(C#N)c1)N1CCCCCC1 (stereo unspecified)	-2	-1	-8%	0.8%	8%	x	x	1.1	11%	i	0.0	-1.7%
COCCN(C(=O)CSc1nnc(-c2cccc(C)c2)n1C)c1c(N)n(Cc2ccccc2)c(=O)[nH]c1=O	-16	5	4%	2.2%	-7%	8	694	1.1	4%	i	0.6	-1.5%
CC(C)Cc1nnc(NC(=O)CN2C(=O)c3ccccc3C2=O)s1	-12	5	8%	-0.7%	0%	16	700	1.1	-5%	i	0.0	0.5%

Rewritten with bars between the fields: part of the list above.
SMILES | WT yeast gro inh | WT yeast gro inh mutant strain | P. falciparum M1AAP | UTI89 phage lysis | PMI inhibitors | Hep lipid drop | Hep lipid drop cells 6.5 µM | TNAP activators | PMI inhibition | Myeloid diff MLP | Myeloid diff MLP GFP+ MAC1+ % | CSM14.1 death rescue
O=C(OCc1ccc([N+](=O)[O-])cc1)c1ccccn1 | 1 | 2 | 4% | -0.4% | 5% | 5 | 676 | 1.2 | 8% | i | 1.0 | -0.1%
CC(C)(C)c1ccc(/C=N/NC(=O)c2ccccn2)cc1 | -1 | -10 | 9% | 0.6% | 4% | 16 | 758 | 1.1 | -6% | i | 0.1 | -3.1%
COc1ccc(OCC(=O)NNC(=O)c2cccc(S(=O)(=O)N(C)C)c2)cc1 | -10 | -7 | -2% | 0.1% | 12% | -27 | 634 | 1.3 | 2% | i | 1.2 | 3.2%
Cc1ccc(-c2ccccc2)n1-c1cccc(C(=O)O)c1 | x | x | 1% | 0.0% | x | 2 | 728 | x | x | i | 0.8 | x
CN(CC(=O)NCc1ccccn1)S(=O)(=O)c1ccccc1 | 7 | 16 | 2% | 0.0% | 6% | x | x | 1 | 8% | i | 8.2 | -1.3%
O=c1ccn(Cc2ccccc2Cl)cc1 | -5 | -8 | 5% | 3.6% | 1% | 3 | 762 | 1 | -1% | i | 4.5 | 1.1%
CC(C)(C)n1nnnc1C(c1cccc(C#N)c1)N1CCCCCC1 (stereo unspecified) | -2 | -1 | -8% | 0.8% | 8% | x | x | 1.1 | 11% | i | 0.0 | -1.7%
COCCN(C(=O)CSc1nnc(-c2cccc(C)c2)n1C)c1c(N)n(Cc2ccccc2)c(=O)[nH]c1=O | -16 | 5 | 4% | 2.2% | -7% | 8 | 694 | 1.1 | 4% | i | 0.6 | -1.5%

Further results
SMILES	WT yeast gro inh	WT yeast gro inh mutant strain	P. falciparum M1AAP	UTI89 phage lysis	PMI inhibitors	Hep lipid drop	Hep lipid drop cells 6.5 µM	TNAP activators	PMI inhibition	Myeloid diff MLP	Myeloid diff MLP GFP+ MAC1+ %	CSM14.1 death rescue
COc1ccc(OCCCN2CCCCCC2)cc1	1	-2	2%	0.0%	4%	1	751	1	-9%	i	3.4	0.5%
Cc1ccc(N(C(C)C(=O)Nc2cc(Cl)ccc2Oc2ccccc2)S(C)(=O)=O)cc1 (stereo unspecified)	3	-3	1%	0.8%	12%	x	x	1.1	10%	i	0.3	3.9%
COC(=O)CCCNC(=O)OCc1ccc([N+](=O)[O-])cc1	-20	-65	-10%	0.4%	13%	-7	617	1.1	10%	i	1.2	-2.4%
COc1cc(Br)cc2cc(C(=O)NCC3CCCO3)c(=O)oc12 (stereo unspecified)	12	30	-1%	2.6%	-3%	x	x	1.1	-2%	i	1.0	2.3%
CCC1CCC(NC(=O)Nc2cccc(OC)c2)CC1 (stereo unspecified)	24	7	1%	0.0%	2%	-3	741	1.3	0%	i	0.8	-1.7%
Cc1nn(Cc2cccc(C(=O)NCC(C)C)c2)c(C)c1Br	16	-1	1%	-0.1%	10%	-40	729	1	17%	i	1.2	-0.1%
Cc1cccc(C)c1NC(=O)Cn1c(=O)n(CCCC(=O)NCc2ccco2)c(=O)c2sccc21	-16	-5	9%	2.2%	7%	x	x	1	10%	i	1.0	-1.6%
Fc1ccc(C2CCCN2Cc2nc(Cc3ccccc3F)no2)cc1 (stereo unspecified)	36	10	-8%	0.0%	-20%	-6	702	1.1	-11%	i	0.4	3.4%
CCSC1=C(C#N)C(c2ccc(OC)c(OC)c2)CC(=O)N1 (stereo unspecified)	4	7	4%	0.1%	9%	8	765	1	3%	i	0.7	-2.0%
COc1ccc(N=Cc2c(O)c3ccccc3n2C(C)=O)cc1	x	x	4%	0.0%	x	42	684	x	x	i	0.4	x
O=C1CC(c2ccccc2)CC(O)=C1C=Nc1ccc(Cl)cc1 (stereo unspecified)	-7	7	-1%	0.1%	-13%	-6	596	1	-21%	i	0.0	-1.2%
Cc1ccc(NC(=O)COc2ccc3oc4c(c3c2)CCCC4)nc1	21	-3	3%	0.4%	3%	-10	796	1.1	-4%	i	0.8	-2.1%
COC(=O)CNc1nc(Cl)nc(N2CCC(C)CC2)n1	x	x	3%	0.3%	x	-5	731	x	x	i	0.7	x
CCC(C)c1ccc(NC(=S)NCCn2cc(Br)cn2)cc1 (stereo unspecified)	57	73	-1%	0.7%	15%	3	668	1.2	14%	i	0.5	-0.8%
COc1ccc(NC(=O)CN2CCN(Cc3ccc4c(c3)OCO4)CC2)cc1OC	-6	-13	0%	0.1%	16%	2	769	1.1	4%	i	0.2	0.3%
Cc1ccsc1/C=C1\Oc2cc(OCC(=O)c3ccccc3)ccc2C1=O	1	-9	-4%	2.5%	8%	-23	443	1	-5%	i	0.4	0.2%
CCCCNC(=S)Nc1ccc([N+](=O)[O-])cc1	55	27	12%	i	-5%	12	657	0.9	-6%	i	1.2	6.9%
CCc1nnc(NC(=O)CSc2nnc(CNC(=O)c3cc(OC)c(OC)c(OC)c3)o2)s1	10	-6	-6%	0.2%	7%	2	728	1.1	11%	i	1.1	-0.4%
Cn1cc(CN2CCCC(CO)(Cc3ccccc3)C2)c2ccccc21 (stereo unspecified)	17	22	2%	5.6%	6%	-2	718	1.1	5%	i	0.7	-2.7%
